MEKK2 WT-MEK5: raises or lowers MEK5 binding to wildtype human MEKK2 PB1 domain. Q9Y2U5. bead flow cytometry, Alexa488-MEK5 binding to MEKK2 WT; actives lie on both sides. binding response (% of control), % at 10 µM. 290,000 compounds, 1.1% hits; in the data active = binding response below about 67% or above about 130%
PfM18AAP inh: PfM18AAP enzyme inhibition; recombinant PfM18AAP, H-Glu-NHMec fluorogenic cleavage; inhibition, % at 7.35 µM; 290,000 compounds, 1.2% hits; AID 1822;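 active = inhibition above the campaign mean inhibition over all tested compounds plus 3 SD, cut at about 28% in these data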;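 also: 0% = plate median of test compound wells and 100% = 2 mM ZnCl2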
IDE cell inh: inhibitors of human insulin-degrading enzyme in cells; P14735; HEK cells, FAbetaB cleavage, fluorescence polarization; inhibition, % at 5.59 µM; 320,000 compounds, 0.41% hits; AID 434962;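 active = percent inhibition above the average of all tested compounds plus 3 SD, set per screening campaign, cut at about 16% in these data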;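 also: IDE supplied by intact live HEK cells; FP after avidin binding of uncleaved biotin substrate so inhibition keeps polarization high; 0% = DMSO wells and 100% = 60 µM reference IDE inhibitor Ii1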
p-CIP stab down: compounds decreasing mouse p/CIP protein stability; F442A p/CIP-EGFP cells, EGFP fluorescence, 16 h; 290,000 compounds, 0.01% hits; decrease of EGFP signal, % at 10 µM; Q05BA5;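 active = EGFP signal decrease of at least 30% at 10 µM or well 3 SD below plate mean, unless failing retest; inactive = the rest, including hits failing retest or dose response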; also: some compounds called inactive have numbers as strong as hits; many of its hits are not listed in these tables
IDE cell activ: boosts human insulin-degrading enzyme activity in HEK cells. FAbeta-B cleavage, fluorescence polarization; 0% vehicle, 100% cell-free pure enzyme wells. activation, % at 5.96 µM. AID 493087. P14735. 340,000 compounds, 0.073% hits;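 active = activation above the mean of all tested compounds plus 3 SD, set per screening campaign, cut at about 17% in these data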
UBC9 SUMO inh: inhibitors of human SUMOylation (UBC9). HTRF SUMOylation assay, SAE1/SAE2 + UBC9, in vitro. AID 2006. 290,000 compounds, 0.36% hits. inhibition, % at 35 µM. P63279; in the data active = inhibition above about 50%, passing the limit was not always enough; also: strong numbers were not always called active
Target sequence (P63279 whole entry, looked up): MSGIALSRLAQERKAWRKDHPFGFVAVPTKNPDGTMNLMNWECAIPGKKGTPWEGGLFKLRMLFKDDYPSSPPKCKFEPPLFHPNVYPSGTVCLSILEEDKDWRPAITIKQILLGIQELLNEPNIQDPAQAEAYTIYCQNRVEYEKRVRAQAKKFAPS
MEKK3 PB1 HTS: raises or lowers MEK5 binding to the human MEKK3 PB1 domain. bead-based flow cytometry, Alexa488-MEK5 binding to MEKK3; actives lie on both sides; 0 = blocked by unlabeled MEK5, 100 = vehicle. binding response (% of control), % at 10 µM. 290,000 compounds, 1.4% hits;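 active = binding response more than 3 SD above or below the average of its plate-row segment, actives on both sides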;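 also: Alexa488 bead fluorescence after subtracting the streptavidin-only scavenger bead signal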
Target sequence (Q99759 whole entry, looked up, the tested form may be a part): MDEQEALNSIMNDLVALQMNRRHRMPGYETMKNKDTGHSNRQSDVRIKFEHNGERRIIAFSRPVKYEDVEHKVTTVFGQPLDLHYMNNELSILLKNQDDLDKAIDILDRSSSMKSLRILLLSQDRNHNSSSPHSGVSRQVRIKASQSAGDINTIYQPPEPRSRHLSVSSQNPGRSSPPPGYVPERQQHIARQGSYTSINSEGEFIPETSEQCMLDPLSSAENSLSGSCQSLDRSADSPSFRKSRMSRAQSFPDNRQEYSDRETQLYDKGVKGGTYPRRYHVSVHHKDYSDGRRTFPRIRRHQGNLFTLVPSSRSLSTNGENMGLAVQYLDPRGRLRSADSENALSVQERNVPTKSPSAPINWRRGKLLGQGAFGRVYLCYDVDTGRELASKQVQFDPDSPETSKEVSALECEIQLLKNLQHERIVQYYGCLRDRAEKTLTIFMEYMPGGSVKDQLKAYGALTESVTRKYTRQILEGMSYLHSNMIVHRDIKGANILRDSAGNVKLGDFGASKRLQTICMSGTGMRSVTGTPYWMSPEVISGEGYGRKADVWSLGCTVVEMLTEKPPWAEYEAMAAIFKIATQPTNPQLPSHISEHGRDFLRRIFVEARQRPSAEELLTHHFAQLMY
MEKK2 mut-MEK5: signal of MEK5 binding to mutant human MEKK2 PB1 domain; bead flow cytometry, Alexa488-MEK5 binding to MEKK2 mutant; percent response, % at 10 µM; 290,000 compounds, 0.35% hits; in the data active = percent response above about 24%, passing the limit was not always enough; also: inactives centre near 1; some results filed as inactive read as strong as hits; reference of the scale not given here
NALP1 yeast inh: inhibitors of NALP1 inflammasome in yeast. S. cerevisiae NALP1/ASC/caspase-1 growth, X-gal OD620, 72 h. inhibition, % at 10 µM. 280,000 compounds, 0.61% hits. AID 2071; in the data active = inhibition mostly above about 24%, no sharp cut-off; inactive = mostly below about 32%; also: some compounds called inactive have numbers as strong as hits
Active calls of the source: *; nt = not tested or not shown. The list is partial. The share of hits here may be higher or lower than overall.

#1 COc1ccc(Cl)cc1NC(=O)Cc1c(F)cccc1Cl
#2 COCC(=O)N1CCC(Oc2ccc(C(=O)N3CCSCC3)cc2)CC1
#3 CC(CN1CCOCC1)OC(=O)C(C)(c1ccccc1)c1ccccc1 (stereo not given)
#4 CC1=C(C(=O)NCc2ccccc2)C(c2cccs2)n2ncnc2N1 (stereo not given)
#5 Cc1c(C(=O)c2cccc([N+](=O)[O-])c2)c2ccccn2c1CCC#N
#6 CCOC(=O)Cn1c(=N)n(CCOc2ccc(OC)cc2)c2ccccc21
#7 CCOc1ccccc1C(=O)N(CCC(=O)OC)c1ccccn1
#8 CC1=Nn2c(nc(-c3ccccc3)c2-c2ccccc2)NC(=O)C1Br (stereo not given)

screen / no.,1,2,3,4,5,6,7,8
MEKK2 WT-MEK5,103,110,105,99,103,114,99,97
PfM18AAP inh,-7,-18,4,3,3,-4,-4,11
IDE cell inh,2,2,0,5,4,-5,-7,3
p-CIP stab down,-3,-15,29,-9,3,0,0,-10
IDE cell activ,-5,5,0,2,2,3,-7,-4
UBC9 SUMO inh,-6,18,7,3,2,7,-21,14
MEKK3 PB1 HTS,107,105,106,95,107,106,100,101
MEKK2 mut-MEK5,-2,10,6,-4,4,8,0,-2
NALP1 yeast inh,43,8,-8,-4,36,3,35,-4

#9 CCOC(=O)c1ccc(NC(=O)CCC(=O)OC)cc1
#10 O=C(CCCN1CCC(NC(=O)c2ccccc2)CC1)c1ccc(Cl)cc1
#11 Cc1cccc(N)c1-c1c(C)cccc1N
#12 CN1CCC(N(C)C(=O)c2ccccc2Nc2ccc(SC(F)F)cc2)CC1
#13 COc1ccc(/C=C(/NC(=O)c2ccccc2Cl)C(=O)NCCCC(=O)O)cc1
#14 Cc1cccc(N(CC(=O)N2CCCCCC2)S(C)(=O)=O)c1
#15 CSc1ncc(Cl)c(C(=O)Nc2ccccc2[N+](=O)[O-])n1
#16 O=C(O)c1ccc2oc(SCC(=O)N3CCCCC3)nc2c1

screen / no.,9,10,11,12,13,14,15,16
MEKK2 WT-MEK5,110,113,106,108,103,101,103,102
PfM18AAP inh,-2,2,6,2,-9,3,1,-1
IDE cell inh,2,-3,-2,-3,8,0,-2,9
p-CIP stab down,-12,6,-3,-8,-1,0,7,2
IDE cell activ,2,6,2,4,7,-4,-1,3
UBC9 SUMO inh,8,6,3,25,13,-5,2,-1
MEKK3 PB1 HTS,103,100,106,99,100,100,99,96
MEKK2 mut-MEK5,9,3,-1,5,-7,-4,2,0
NALP1 yeast inh,nt,17,0,11,-3,2,6,29

#17 CC(C)CN1C(=O)c2ccc(C(=O)Nc3ccccn3)cc2C1=O
#18 O=C(COc1ncnc2ccc(Br)cc12)NCc1ccco1
#19 O=C(CCc1ccccc1)NC(c1cccs1)c1cc(Cl)c2cccnc2c1O (stereo not given)
#20 COc1cc(C(=O)Nc2ccc(NC(=O)c3cccc(Cl)c3)nc2)cc(OC)c1OC
#21 COc1ccc(-c2nc(-c3ccccc3)[nH]c(=O)c2C#N)cc1
#22 CCCC(=O)N1CCN(c2ccc(NC(=O)c3cccs3)cc2Cl)CC1
#23 Cc1[nH]n(-c2ccccc2)c(=O)c1CCOC(=O)c1cccc(C(F)(F)F)c1
#24 COc1ccccc1-c1nn2c(C(F)(F)F)nnc2s1

screen / no.,17,18,19,20,21,22,23,24
MEKK2 WT-MEK5,96,100,71,104,99,94,96,99
PfM18AAP inh,4,0,11,-1,4,3,6,-3
IDE cell inh,6,0,nt,nt,-1,0,-6,6
p-CIP stab down,2,2,-24,-5,-11,7,0,5
IDE cell activ,7,1,-4,-7,3,1,3,3
UBC9 SUMO inh,11,3,-25,5,25,6,-43,4
MEKK3 PB1 HTS,99,106,101,102,103,96,102,98
MEKK2 mut-MEK5,-4,5,-3,6,-1,0,-4,-3
NALP1 yeast inh,-32,nt,19,8,4,-14,-4,7

#25 FC(F)(F)c1nc(N2CCCC2)ncc1-c1nnnn1-c1ccccc1
#26 CNc1nc(SC)nc(N2CCOCC2)n1
#27 CC(=O)NC1CCC(C(=O)O)(c2ccccc2)C1 (stereo not given)
#28 Cc1ccc(OCC(=O)Nc2ccc3c(c2)nc(CCN2CCN(C)CC2)n3C)cc1
#29 COc1ccccc1N(CC(=O)NCCSCc1ccccc1)S(C)(=O)=O
#30 O=C(NC1CC1)C1CCN(C(=O)c2ccc(Cl)cc2)CC1
#31 COc1ccc(NC(=O)C#Cc2ccccc2)cc1OC
#32 COc1ccc(N2CCN(c3nc(Cl)nc(N4CCOCC4)n3)CC2)cc1

screen / no.,25,26,27,28,29,30,31,32
MEKK2 WT-MEK5,104,115,105,99,105,98,99,101
PfM18AAP inh,-3,16,-5,-1,-1,-1,-1,5
IDE cell inh,4,5,-1,5,1,4,2,0
p-CIP stab down,-7,-16,-7,-1,0,6,-2,4
IDE cell activ,4,-4,0,-8,-3,5,-1,0
UBC9 SUMO inh,-2,2,4,3,-14,12,-4,-1
MEKK3 PB1 HTS,102,111,100,101,105,100,99,104
MEKK2 mut-MEK5,3,13,2,9,1,-3,-2,5
NALP1 yeast inh,-4,8,13,-6,15,18,-8,8

#33 Cc1cc([N+](=O)[O-])ccc1NC(=O)c1ccc(NC(=O)C(C)C)cc1
#34 CCN(CC)C(=O)Oc1ccc(Br)cc1C(=O)Nc1ccc(F)cc1F
#35 CCCCN(CC)CCNC(=O)c1cn(-c2ccc(Cl)cc2)c(=O)c2ccccc12
#36 COCC(=O)N1CCN(c2cccc(C(F)(F)F)c2)CC1
#37 C=CCN(C(=O)CNC(=O)c1ccco1)C(C(=O)NC1CCCCC1)c1cccnc1 (stereo not given)
#38 CCOc1ccc(NC(=S)N(CCN2CCOCC2)Cc2cc3cc4c(cc3[nH]c2=O)OCO4)cc1
#39 O=C(Cn1c(-c2ccccc2)c[n+]2ccsc12)c1ccc([N+](=O)[O-])cc1
#40 CC1=C(C)C(=O)OC(C(C)C2CCC3C4CC=C5CC(OC6OC(COC7OC(CO)C(O)C(O)C7O)C(O)C(O)C6O)CC(O)C5(C)C4CCC23C)C1 (stereo not given)

screen / no.,33,34,35,36,37,38,39,40
MEKK2 WT-MEK5,101,92,113,106,101,96,89,100
PfM18AAP inh,-2,-8,3,-2,2,10,-5,3
IDE cell inh,-6,1,3,2,-4,6,0,3
p-CIP stab down,2,-6,-6,-4,2,-3,2,-4
IDE cell activ,-1,-7,0,2,1,1,2,4
UBC9 SUMO inh,3,16,16,3,6,39,-19,-2
MEKK3 PB1 HTS,99,96,108,96,99,93,87,107
MEKK2 mut-MEK5,0,3,-2,-9,0,-5,-8,4
NALP1 yeast inh,10,17,13,-7,19,-1,-18,-8

Shown with two lines to a compound: entries from further up.
The line under a structure holds: MEKK2 WT-MEK5, PfM18AAP inh, IDE cell inh, p-CIP stab down, IDE cell activ, UBC9 SUMO inh, MEKK3 PB1 HTS, MEKK2 mut-MEK5, NALP1 yeast inh
#30 O=C(NC1CC1)C1CCN(C(=O)c2ccc(Cl)cc2)CC1
  98, -1, 4, 6, 5, 12, 100, -3, 18
#31 COc1ccc(NC(=O)C#Cc2ccccc2)cc1OC
  99, -1, 2, -2, -1, -4, 99, -2, -8
#32 COc1ccc(N2CCN(c3nc(Cl)nc(N4CCOCC4)n3)CC2)cc1
  101, 5, 0, 4, 0, -1, 104, 5, 8
#33 Cc1cc([N+](=O)[O-])ccc1NC(=O)c1ccc(NC(=O)C(C)C)cc1
  101, -2, -6, 2, -1, 3, 99, 0, 10
#34 CCN(CC)C(=O)Oc1ccc(Br)cc1C(=O)Nc1ccc(F)cc1F
  92, -8, 1, -6, -7, 16, 96, 3, 17
#35 CCCCN(CC)CCNC(=O)c1cn(-c2ccc(Cl)cc2)c(=O)c2ccccc12
  113, 3, 3, -6, 0, 16, 108, -2, 13
#36 COCC(=O)N1CCN(c2cccc(C(F)(F)F)c2)CC1
  106, -2, 2, -4, 2, 3, 96, -9, -7
#37 C=CCN(C(=O)CNC(=O)c1ccco1)C(C(=O)NC1CCCCC1)c1cccnc1 (stereo not given)
  101, 2, -4, 2, 1, 6, 99, 0, 19

Remaining list, next part.
#41 CC(=O)Nc1ccc(S(=O)(=O)Nc2ccc(=O)n(Cc3ccc(Cl)c(Cl)c3)c2)cc1
#42 Cc1ccc(OCc2cccc(S(=O)(=O)N(C)C)c2)c([N+](=O)[O-])n1
#43 O=[N+]([O-])c1cc(C(F)(F)F)cc([N+](=O)[O-])c1NN=C1CCCCC1
#44 COc1ccc(C(CCN2CCCC(C)C2)c2c(OC)cc(OC)c3c(-c4ccccc4)cc(=O)oc23)cc1 (stereo not given)
#45 CCn1c(C)c(C)c2cc(C(=O)NCCN3CCOCC3)ccc21
#46 CCOC(=O)C1CCCN(c2c(N3CCN(c4cccc(Cl)c4)CC3)c(=O)c2=O)C1 (stereo not given)
#47 COc1ccc(NC(=O)C/C(C)=N/NC(=O)c2ccncc2)c([N+](=O)[O-])c1
#48 C=C(C)CCOC(=O)C(CC(=O)O)NCc1ccco1 (stereo not given)

screen / no.,41,42,43,44,45,46,47,48
MEKK2 WT-MEK5,100,107,109,207*,98,95,100,103
PfM18AAP inh,4,-4,17,nt,7,-1,5,-2
IDE cell inh,4,-3,0,3,3,1,3,6
p-CIP stab down,4,-5,5,-13,-11,-1,4,-7
IDE cell activ,0,1,-1,2,-3,6,-6,-1
UBC9 SUMO inh,6,-4,0,13,12,7,10,-3
MEKK3 PB1 HTS,100,102,99,110,95,100,103,102
MEKK2 mut-MEK5,-4,2,20,41*,1,-4,6,8
NALP1 yeast inh,-19,-3,14,-5,26,18,-7,7

#49 O=C(c1cc2ccccc2c(=O)o1)N1CCCCCC1
#50 O=C(CSc1nc(-c2ccco2)cc(C(F)(F)F)n1)Nc1ccc(C(=O)N2CCOCC2)cc1
#51 CCOC(=O)c1cc(NC(=O)Nc2ccccc2Cl)c(C)nc1C
#52 CNC(=O)CSc1nnc(-c2cccnc2)n1-c1ccc(C)cc1

screen / no.,49,50,51,52
MEKK2 WT-MEK5,91,105,104,94
PfM18AAP inh,-9,-8,3,-8
IDE cell inh,4,4,0,-1
p-CIP stab down,-21,-5,3,-1
IDE cell activ,5,1,nt,-1
UBC9 SUMO inh,19,5,17,10
MEKK3 PB1 HTS,87,105,102,92
MEKK2 mut-MEK5,-3,3,7,-6
NALP1 yeast inh,24,-3,8,8
